Screening data: PubChem BioAssay, several laboratories
PPARg SRC3 recr – PPARgamma-driven SRC-3 recruitment agonism; activation, % at 8 µM; 200,000 tested, 0.26% active; AID 731; P37231; biochemical PPARgamma/SRC-3 coactivator recruitment assay; in the data active = activation above about 23%;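 also: 0% = DMSO and 100% = reference agonist; some compounds past the cut are filed as inactive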
Target sequence (P37231 whole entry, looked up): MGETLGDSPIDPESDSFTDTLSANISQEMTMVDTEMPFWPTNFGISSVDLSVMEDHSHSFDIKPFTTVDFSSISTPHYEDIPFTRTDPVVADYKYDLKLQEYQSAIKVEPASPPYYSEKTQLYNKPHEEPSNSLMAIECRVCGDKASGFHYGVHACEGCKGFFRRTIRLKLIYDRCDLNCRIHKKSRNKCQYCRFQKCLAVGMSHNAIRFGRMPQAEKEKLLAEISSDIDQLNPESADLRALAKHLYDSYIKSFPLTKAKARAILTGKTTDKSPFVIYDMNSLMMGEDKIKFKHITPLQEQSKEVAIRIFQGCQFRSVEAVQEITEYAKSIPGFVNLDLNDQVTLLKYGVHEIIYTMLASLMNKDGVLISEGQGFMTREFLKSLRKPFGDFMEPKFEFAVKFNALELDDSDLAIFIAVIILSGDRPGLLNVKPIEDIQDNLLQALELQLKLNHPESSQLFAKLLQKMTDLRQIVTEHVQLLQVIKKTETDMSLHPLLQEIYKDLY
PPARg SRC2 recr – promotes SRC-2 coactivator recruitment by human PPARgamma; 200,000 tested, 0.34% active; activation, % at 8 µM; PPARgamma LBD-SRC-2 recruitment, biochemical; in the data active = activation above about 22%;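 also: 0% = vehicle and 100% = reference agonist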
bIAP activator – intestinal alkaline phosphatase (bovine) activation; purified bovine IAP, CDP-star luminescence, 30 min; active compounds read high; fold of DMSO-control signal, blank-subtracted; activation factor at 20 µM; AID 1016; 200,000 tested, 0.17% active;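 active = activation factor of 2 or more at 20 µM, a signal rise over negative controls twice the positive control's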
Efa HMGR inh – E. faecalis class II HMG-CoA reductase inhibition; purified E. faecalis HMGR, NADPH absorbance 340 nm kinetic; inhibition, % at 10 µM; 190,000 tested, 0.41% active; AID 1066;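 active = inhibition above a set limit, the median over all tested compounds plus 3 SD, cut at about 9.5% in these data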;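 also: enzyme runs in reverse so mevalonate oxidation gives rising NADPH absorbance; 0% = complete reaction with DMSO and 100% = background rate lacking mevalonate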
PPARg SRC-1 ag – promotes SRC-1 coactivator recruitment by human PPARgamma; PPARgamma-SRC-1 coactivator recruitment biochemical assay; 200,000 tested, 0.41% active; activation, % at 8 µM; AID 631; P37231; in the data active = activation above about 19%;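 also: 0% = DMSO and 100% = reference agonist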
TR-FRET SRC-2 ct – counter-screen for PPARgamma SRC-2 recruitment agonists: TR-FRET artefact; active compounds read high; TR-FRET ratio at 8 µM; AID 1049; 200,000 tested, 0.4% active; in the data active = TR-FRET ratio above about 2000; also: inactives centre near 1500
TNAP inh hi DEA – blocks human TNAP under high phosphate acceptor concentration; 200,000 tested, 0.03% active; purified TNAP, CDP-star luminescence, 1 M DEA; P05186; inhibition, % at 20 µM; AID 1135;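 active = over 50% inhibition of tissue-nonspecific alkaline phosphatase at 20 µM in the single-dose screen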;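 also: plate controls were DMSO wells for no effect and EDTA-quenched wells as full inhibition for full effect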
Target sequence (P05186 whole entry, looked up): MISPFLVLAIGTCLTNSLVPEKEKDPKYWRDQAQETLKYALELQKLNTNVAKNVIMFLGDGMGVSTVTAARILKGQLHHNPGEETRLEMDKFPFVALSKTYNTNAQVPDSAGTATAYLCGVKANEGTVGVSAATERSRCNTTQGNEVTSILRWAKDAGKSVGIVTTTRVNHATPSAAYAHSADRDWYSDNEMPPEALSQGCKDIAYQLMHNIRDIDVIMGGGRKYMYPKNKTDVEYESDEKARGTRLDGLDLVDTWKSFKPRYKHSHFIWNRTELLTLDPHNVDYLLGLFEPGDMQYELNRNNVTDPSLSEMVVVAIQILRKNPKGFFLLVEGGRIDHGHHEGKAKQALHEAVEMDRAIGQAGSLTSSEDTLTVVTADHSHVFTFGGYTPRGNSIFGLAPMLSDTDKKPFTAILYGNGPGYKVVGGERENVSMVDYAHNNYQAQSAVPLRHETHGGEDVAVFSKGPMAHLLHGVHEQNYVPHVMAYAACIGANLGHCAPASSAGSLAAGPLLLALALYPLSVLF
bIAP inhibitor – blocks bovine intestinal alkaline phosphatase activity; purified bovine IAP, CDP-star luminescence, 30 min; inhibition, % at 20 µM; 190,000 tested, under 10 active;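 active = over 50% inhibition of intestinal alkaline phosphatase at 20 µM in the single-dose screen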
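Incubation: 30 min reaction at room temperature / Material: purified bovine intestinal alkaline phosphatase (IAP) enzyme / Input: enzyme at 1/65,000,000 dilution / Dosing: 20 µM single dose / Signal: CDP-star luminescence signal / Reagent: CDP-star chemiluminescent phosphatase substrate, 30 µM final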
TNAP act hi DEA – activators of human TNAP at high phosphate acceptor concentration. 200,000 tested, under 10 active. purified TNAP, CDP-star luminescence, 1 M DEA, 30 min; active compounds read high; 0 = EDTA background, 1 = DMSO-only activity. activation factor at 20 µM;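 active = activation factor at least 2 at 20 µM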
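Dosing: 20 µM single point. System: human TNAP. Amount: TNAP 1/800 final. Incubation: 30 min, room temperature. Read-out: TNAP activation factor scaled between EDTA and DMSO control wells. Signal: luminescence from CDP-star hydrolysis. Medium: 1 M DEA, pH 9.8, Mg2+, Zn2+. Control set: EDTA negative control, DMSO positive control.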
TNAP inh no acc – TNAP (human) inhibition, acceptor-free conditions. purified TNAP, CDP-star luminescence, 30 min. inhibition, % at 20 µM. 200,000 tested, 0.26% active. AID 1012;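 active = tissue-nonspecific alkaline phosphatase inhibition above about 50% at 20 µM in the single-dose screen, limit read from the data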;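 also: 0% = DMSO negative control and 100% = EDTA positive control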
* hit, by the source's call; · = no result given.

SMILES	PPARg SRC3 recr	PPARg SRC2 recr	bIAP activator	Efa HMGR inh	PPARg SRC-1 ag	TR-FRET SRC-2 ct	TNAP inh hi DEA	bIAP inhibitor	TNAP act hi DEA	TNAP inh no acc
Cc1ccccc1C1CC(=O)NC2=C1C(=O)CCC2 (centres undefined)	5.1	-3.8	1	2.3	6.2	1400	-0.5	4.9	1	5.1
O=C(Nc1ccc2ccccc2c1)c1ccc(NS(=O)(=O)c2ccc(Br)s2)cc1	1.5	2.0	1	-1.5	-2.9	1454	2.8	4.6	1	-10.8
CCN1C(=O)CSc2ccc(C(=O)NC3CCCCC3)cc21	3.8	10.8	1	1.8	3.2	1684	-6.0	3.1	1.1	-16.1
FC(F)(F)c1nnc(-c2ccccc2)nc1Sc1ccc(Cl)cc1	7.3	4.9	0.8	1.6	9.0	1716	4.3	24.7	1	-1.9
Cc1cc(N2CCC(C)CC2)n2nc(C)c(-c3ccccc3)c2n1	0.0	7.2	0.9	1.6	4.3	1531	-4.5	5.0	1	-2.9
NNc1nc2c(-c3ccc(F)cc3)nnn2c2ccccc12	6.0	8.9	1	2.4	23.8*	1767	-1.1	-2.5	1	-15.9
NCCCC(=O)N1c2ccccc2Sc2ccccc21	6.4	3.7	1	-6.2	-1.8	1748	-6.6	2.3	1.1	-13.3
NS(=O)(=O)c1ccc(CCNC(=O)c2cccc([N+](=O)[O-])c2)cc1	-0.5	2.3	1	-0.3	-0.1	1592	-5.8	-3.2	1.1	-5.4
COc1cc(CSC)nc(-c2ccccc2)n1	4.5	5.5	1	-3.4	4.5	1399	-7.4	-3.4	1.1	-10.6
Cc1csc(NC(=O)c2cccn2C)n1	4.1	1.0	1	-2.9	-5.3	1565	-4.3	-2.8	1	-11.6
CSc1nc(C)c2c(c1C#N)CCCC2	4.2	8.2	0.9	-0.5	1.6	1495	-2.3	6.3	1	-7.4
O=C(OCC(=O)c1c[nH]c2ccccc12)c1ccco1	-3.5	-4.8	1	1.4	-4.8	1496	-5.4	-1.8	1.1	-9.2
Oc1ccc(-c2n[nH]c(=S)n2-c2ccc3c(c2)OCCO3)c(O)c1	11.6	3.5	0.9	-2.8	11.0	1781	-0.3	10.0	1	16.1
CCOC(=O)CN1C(=O)C(C)(C)Oc2ccc(C(=O)NC(C)(C)CC)cc21	1.3	4.7	1.1	-7.7	1.7	1723	-3.6	-5.4	1	-9.9
O=C(CCn1[nH]c(=O)c2ccccc2c1=O)NCCO	15.2	14.6	1.1	-0.6	0.4	1726	-6.5	-6.2	1.1	-11.6

Five of the compounds above, with two lines to a compound:
Fields – PPARg SRC3 recr	PPARg SRC2 recr	bIAP activator	Efa HMGR inh	PPARg SRC-1 ag	TR-FRET SRC-2 ct	TNAP inh hi DEA	bIAP inhibitor	TNAP act hi DEA	TNAP inh no acc
FC(F)(F)c1nnc(-c2ccccc2)nc1Sc1ccc(Cl)cc1
→ 7.3	4.9	0.8	1.6	9.0	1716	4.3	24.7	1	-1.9
O=C(Nc1ccc2ccccc2c1)c1ccc(NS(=O)(=O)c2ccc(Br)s2)cc1
→ 1.5	2.0	1	-1.5	-2.9	1454	2.8	4.6	1	-10.8
CSc1nc(C)c2c(c1C#N)CCCC2
→ 4.2	8.2	0.9	-0.5	1.6	1495	-2.3	6.3	1	-7.4
COc1cc(CSC)nc(-c2ccccc2)n1
→ 4.5	5.5	1	-3.4	4.5	1399	-7.4	-3.4	1.1	-10.6
Cc1cc(N2CCC(C)CC2)n2nc(C)c(-c3ccccc3)c2n1
→ 0.0	7.2	0.9	1.6	4.3	1531	-4.5	5.0	1	-2.9

The list goes on:
SMILES	PPARg SRC3 recr	PPARg SRC2 recr	bIAP activator	Efa HMGR inh	PPARg SRC-1 ag	TR-FRET SRC-2 ct	TNAP inh hi DEA	bIAP inhibitor	TNAP act hi DEA	TNAP inh no acc
O=C(CSc1nnc2ccccn12)c1ccc2c(c1)OCCO2	-2.2	1.0	0.9	-6.7	-2.6	1374	-5.4	10.0	1.1	-11.9
COc1cccc(/C=C2\C(=O)N(c3cccc(C)c3)C(=O)c3ccccc32)c1	-0.1	-1.8	1	-5.7	-2.6	1482	-9.6	-3.5	1.1	-9.1
CSc1nnc(CNS(=O)(=O)c2ccc(Cl)cc2)n1C	6.7	3.9	0.9	-1.7	2.7	1779	-6.4	7.3	1.1	-9.7
COc1cc(NC(=O)CSc2nnc3ccc(-c4ccncc4)nn23)cc(OC)c1	2.3	1.7	1	0.9	-2.2	1731	-6.8	0.6	1.1	-8.3
Cc1ccnc(NC(=S)NC(=O)/C=C/c2ccco2)c1	-9.2	5.6	1	-4.5	2.2	1519	-4.2	0.0	1	-13.9
O=C1NCCCC1C(=O)N1CCN(C(=O)C2CCCNC2=O)CC1 (centres undefined)	·	·	0.9	·	·	·	-9.5	6.2	1.1	2.0
N/C(Cc1ccc(Cl)cc1)=N\OC(=O)c1cccc2ccccc12	-16.3	-4.8	0.8	-2.9	-2.9	1468	0.3	15.8	1	-5.7
CCN1C(=O)CSc2ccc(C(=O)OC)cc21	-2.6	3.9	1	-4.6	3.2	1509	-1.5	-0.2	1	-9.6
C#CCn1cc(/C=N/NC(=O)COc2cccc3cccnc23)c2ccccc21	5.5	7.6	0.9	1.9	2.6	1599	-1.0	11.0	1	-3.9
Cc1cn(C(=O)c2ccccc2)c(=S)n1-c1ccc(Cl)cc1	6.1	9.9	0.8	-8.9	2.9	1708	2.2	15.1	1	-0.9
CSC1=NC(C)(C)C=C(/C=C/c2ccc(Cl)cc2)N1	6.7	2.2	1.2	1.7	7.2	1721	-3.0	-16.4	1	-27.5
C[C@@H](C(=O)Nc1ccc2ccccc2c1)[C@@H]1C[C@@]1(C)[C@@H](NC(=O)c1cnccn1)c1ccccc1	0.2	2.6	1	-2.5	-1.0	1539	-1.0	-3.9	1	-5.9
O=C(CCCCCNC(=O)c1ccccc1)N/N=C/c1ccc(F)cc1	-1.5	-5.3	1	-1.0	-6.0	1324	-6.9	-2.7	1.1	-10.5
Cc1ccc(C(=O)NCC(=O)NCC(=O)OCc2ccc(Cl)cc2)cc1	-1.0	7.4	1	-0.1	-1.3	1491	-3.4	-4.0	1	-9.7
CCOC(=O)N1CCN(c2ccc3nnnn3n2)CC1	-2.1	1.0	0.9	-3.0	0.4	1568	-4.1	7.7	1	-13.0

Rewritten with two lines to a compound: entries from further up
Every second line gives: PPARg SRC3 recr | PPARg SRC2 recr | bIAP activator | Efa HMGR inh | PPARg SRC-1 ag | TR-FRET SRC-2 ct | TNAP inh hi DEA | bIAP inhibitor | TNAP act hi DEA | TNAP inh no acc
CSC1=NC(C)(C)C=C(/C=C/c2ccc(Cl)cc2)N1
    6.7 | 2.2 | 1.2 | 1.7 | 7.2 | 1721 | -3.0 | -16.4 | 1 | -27.5
O=C(CSc1nnc2ccccn12)c1ccc2c(c1)OCCO2
    -2.2 | 1.0 | 0.9 | -6.7 | -2.6 | 1374 | -5.4 | 10.0 | 1.1 | -11.9
FC(F)(F)c1nnc(-c2ccccc2)nc1Sc1ccc(Cl)cc1
    7.3 | 4.9 | 0.8 | 1.6 | 9.0 | 1716 | 4.3 | 24.7 | 1 | -1.9

Following part
SMILES	PPARg SRC3 recr	PPARg SRC2 recr	bIAP activator	Efa HMGR inh	PPARg SRC-1 ag	TR-FRET SRC-2 ct	TNAP inh hi DEA	bIAP inhibitor	TNAP act hi DEA	TNAP inh no acc
CC1(C)C2CCC1(CS(=O)(=O)N1CCOCC1)C(=O)C2 (centres undefined)	11.8	0.8	0.9	-0.3	7.7	1490	-4.6	6.5	1	-10.4
Cc1noc(C)c1CSc1nc2cc(S(=O)(=O)N3CCOCC3)ccc2o1	0.9	2.5	1	-0.1	0.6	1756	-0.1	2.2	1	-7.7
CCOC(=O)c1[nH]c(C)c(C(=O)C(C)C)c1C	-1.4	4.3	0.9	-2.9	-1.8	1428	-3.1	12.6	1	-11.5
Cc1ccc(C(=O)c2cc([N+](=O)[O-])ccc2N2CCOCC2)cc1C	-5.4	5.5	1.3	1.8	-1.4	1393	8.6	-27.9	0.9	-1.0
CCN1CC(CN(C)Cc2cn(-c3ccc(C)cc3)nc2-c2cccc(C)c2)CC1=O (centres undefined)	-0.2	3.5	1.1	7.0	2.3	1486	-5.0	-6.7	1.1	-3.7
CCCCNc1cc(F)nc(N)n1	3.2	-9.0	1	-1.3	-11.3	1433	-6.0	2.0	1.1	-12.2
CCN(CC)CCCN1C(=O)C(=O)/C(=C(/O)c2cc(C)ccc2C)C1c1cccnc1 (centres undefined)	-2.8	1.7	0.9	-4.1	2.3	1365	-6.6	7.6	1.1	-9.6
CCOC(=O)COc1ccc([N+](=O)[O-])cc1	2.6	0.5	0.9	-10.2	-12.7	1526	3.1	13.9	1	-3.3
O=C1C2C3CCCC3=C3CCCC3C2C(=O)N1c1cccc(Cl)c1 (centres undefined)	-11.0	2.1	0.9	-1.2	2.2	1547	-8.5	8.1	1.1	-11.7
Cc1ccc(NC(=O)CSc2nsc(SCC(=O)Nc3ccc(C)cc3C)c2C#N)c(C)c1	2.2	5.5	1	0.1	4.7	1701	-5.1	-4.0	1.1	-5.4
Cc1ccc(N2C(=O)c3ccc(C(=O)O)cc3C2=O)cc1C	-4.7	-1.6	1	-2.3	-5.2	1395	-6.2	0.5	1.1	-3.5
O=C(CCc1ccccc1)Nc1c(F)cccc1F	1.9	5.5	·	·	4.9	1711	·	·	·	·
CCC(C)(C)NC(=O)C(c1ccc(F)cc1)N(Cc1cccs1)C(=O)c1cnccn1 (centres undefined)	5.8	0.6	1.1	-1.0	-4.4	1558	-1.7	-10.4	1	-1.3
c1ccc(SCc2nc(-c3ccncc3)n[nH]2)nc1	-1.0	11.4	1	-4.9	9.7	1775	-5.0	-1.2	1.1	-0.3
CC(=O)c1cccc(NC(=O)C2CCN(S(=O)(=O)c3ccc(F)cc3)CC2)c1	-7.3	3.2	0.8	-1.0	7.7	1489	-7.9	15.8	1.1	-7.3
Cc1ccc(C(=O)COC(=O)c2cc(Cl)nc3ccccc23)cc1	1.7	10.0	0.9	-5.7	10.1	1518	6.3	13.5	0.9	7.9
Cc1ccc(NC(=O)Cn2cnc3ccccc32)cc1C	-1.2	3.1	0.8	-3.7	0.8	1548	-4.2	19.0	1	-11.6
O=C(O)CCc1nn2c3ccccc3n(CC(=O)c3cccs3)c2nc1=O	7.7	5.9	1	1.4	6.8	1550	-3.0	4.7	1	-6.2
COc1ccc(CN2CCN(CCC(C)C)C(CCO)C2)cc1Cn1cncn1 (centres undefined)	-7.8	-2.4	1.1	-1.1	7.0	1485	-5.2	-10.9	1.1	-13.3
COc1ccc(NC(=O)CCC(=O)Nc2nnc(C(F)(F)F)s2)c(OC)c1	10.0	3.9	0.9	-3.4	3.9	1693	-0.5	11.3	1	-6.4
CCCn1c(CCC(=O)O)ccc1-c1cccs1	7.8	1.0	1.1	-11.5	3.7	1521	-5.2	-8.0	1.1	-9.7
CC(C)N1CCc2c(sc(NC(=O)CN3C(=O)c4ccccc4C3=O)c2C(N)=O)C1	0.8	-8.7	1	-3.0	-10.1	1401	-5.7	-4.9	1.1	-12.4
COC(=O)c1[nH]c2ccc(F)cc2c1NC(=O)C1=COCCO1	17.4	4.6	0.9	-10.1	18.2	1493	-3.2	14.4	1	3.9
Cc1[nH]c2ccccc2c1C(=O)/C=C/c1ccccc1Cl	-0.1	-4.0	0.7	1.5	-3.8	1531	2.7	31.0	1	-4.2
